GAA glycogen: GAA glycogen-cleavage inhibition or activation; recombinant GAA, glycogen substrate, Amplex Red glucose oxidase fluorescence; Potency, µM (highest dose often 76.4 µM), for the others: at the top dose activity change, negative = inhibition, hits mostly inhibitors; AID 2100; hit rate 0.38% among 300,000;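 note: 0% = full enzyme reaction and -100% = no-enzyme basal signal; the screen sought inhibitors and activators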
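qHTS, 1536-well; enzyme 4 nM final; cpd up to 77 uM; substrate bovine liver glycogen 30 ug; 50 mM citrate/phosphate pH 5.0, 0.01% Tween-20; 37 C, 40 min; Amplex Red detection 45 min RT; Hill fit → AC50.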
aGlu spleen mod: lysosomal alpha-glucosidase (human) modulation | hit rate 0.006% among 240,000 | P10253 | Potency, µM (series often up to 79.9 µM), inactives show at the highest dose activity change, negative = inhibition, actives largely listed as inhibitors | human spleen homogenate, 4-MU-alpha-glucoside fluorescence;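 note: 0% = enzyme with vehicle and -100% = no enzyme basal signal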
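Human spleen homogenate (1 ug) incubated with compounds and 1 mM 4-methylumbelliferyl-alpha-D-glucopyranoside in pH 5.0 citrate/phosphate buffer, 37 C, 40 min. Stopped at pH 10; 4-MU fluorescence (Ex 365/Em 440 nm); AC50 by Hill fit.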
GLA spleen mod: inhibits or activates alpha-galactosidase in human spleen homogenate; Potency, µM (doses to about 80 µM), inactives show top-dose activity change, negative = inhibition, actives largely listed as inhibitors; P06280; human spleen homogenate, 4MU-alpha-Gal fluorescence, 40 min; AID 2107; hit rate 0.008% among 240,000;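 note: 0% = enzyme with vehicle and -100% = no enzyme basal signal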
Target sequence (P06280 32-429 limits assumed): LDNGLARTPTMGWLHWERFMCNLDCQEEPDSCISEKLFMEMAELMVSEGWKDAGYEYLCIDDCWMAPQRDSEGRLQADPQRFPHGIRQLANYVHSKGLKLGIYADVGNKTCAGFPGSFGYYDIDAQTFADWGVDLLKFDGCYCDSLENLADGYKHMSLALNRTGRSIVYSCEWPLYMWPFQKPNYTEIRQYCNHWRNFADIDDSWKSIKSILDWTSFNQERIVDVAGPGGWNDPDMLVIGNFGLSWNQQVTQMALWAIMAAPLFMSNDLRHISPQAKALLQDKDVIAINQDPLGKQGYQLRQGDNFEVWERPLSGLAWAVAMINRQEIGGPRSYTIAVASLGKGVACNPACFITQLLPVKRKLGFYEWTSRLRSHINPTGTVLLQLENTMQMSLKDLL
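Human spleen homogenate (1 ug) was the enzyme source, with 4-methylumbelliferyl-alpha-D-galactopyranoside (1 mM final) in pH 5.0 citrate buffer with 0.01% Tween-20. Compounds were titrated; after 40 min at 37C, NaOH/glycine stop, 4-MU fluorescence read; AC50 from Hill fits.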
Tau fluor cs: counter-screen for tau fibril formation inhibitors. Potency, µM (series often up to 57.7 µM), without a hit: at the top dose activity change, negative = decrease. hit rate 0.93% among 280,000. tau K18 P301L Alexa594 fluorescence, heparin fibrillization; note: % is set by controls: 0 for no effect and ±100 for the full control effect; nearly all actives have a fitted effect of over 55% in size
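Human K18 P301L tau (15 uM unlabeled plus 0.24 uM Alexa 594-labeled, final) in 100 mM sodium acetate pH 7 was mixed with compound and 20 uM heparin and incubated 6 hr at 37 C.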
HTT ATP protect: Huntington cell model cytoprotection by ATP luminescence; PC12 HTT-Q103 induced, cytoprotection, ATP luminescence, 40 h; Potency, µM (series often up to 56.4 µM), inactives show cytoprotection (ATP increase), usual class: activators; hit rate 0.14% among 230,000; AID 1471;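 note: % of control where 0% means no effect; nearly all actives have a fitted effect of over 45% in size; toxic huntingtin expression switched on by the ecdysone agonist tebufenozide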
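Compounds were screened for protection of PC12 cells against cell death after tebufenozide induction (100 nM final) of mutant Huntingtin exon 1 (Q103) fused to GFP.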
Tau fibril FP: tau fibrillization inhibition (FP); P10636; K18 P301L tau heparin fibrillization, Alexa594 FP, 6 h; Potency, µM (doses to about 57.7 µM), for inactives: top-dose activity, negative = inhibition, usual class: inhibitors; hit rate 0.39% among 280,000; note: % is set by controls: 0 for no effect and ±100 for the full control effect; nearly all actives have a fitted effect of over 55% in size
Target sequence (P10636 561-689 P618L limits assumed): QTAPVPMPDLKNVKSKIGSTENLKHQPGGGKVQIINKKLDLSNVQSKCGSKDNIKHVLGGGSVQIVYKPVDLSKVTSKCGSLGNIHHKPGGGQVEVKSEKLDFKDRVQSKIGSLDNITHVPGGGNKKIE
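Read-out: fluorescence polarization of Alexa 594-labeled tau (0.24 uM), 555 nm excitation, 632 nm emission. Mixtures held 15 uM unlabeled K18 P301L, compound and 20 uM heparin, pH 7 acetate buffer, incubated 6 hr at 37 C.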
Tau ThT inhib: blocks human tau fibril formation measured by thioflavin T; P10636; recombinant tau K18 P301L (four-repeat tau fragment), heparin-induced fibrillization, ThT fluorescence; Potency, µM (highest dose often 57.4 µM), for the others: at the top dose activity, negative = inhibition, actives largely listed as inhibitors; hit rate 2.1% among 270,000; AID 1460; note: % is set by controls: 0 for no effect and ±100 for the full control effect; nearly all actives have a fitted effect of over 55% in size
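Tau K18 P301L fragment (15 uM unlabeled plus 0.24 uM Alexa 594-labeled) in 100 mM sodium acetate pH 7 with compound, fibrillization induced by 20 uM heparin for 6 hr at 37 C. Thioflavin T (30 uM) added, fluorescence read after 1 hr (ex 450, em 510 nm).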
GAA inh: blocks human lysosomal alpha-glucosidase. Potency, µM (top dose mostly 76.9 µM), inactives show at the highest dose activity change, negative = inhibition, hits mostly inhibitors. purified human GAA, 4-MU-alpha-glucoside fluorescence. hit rate 0.005% among 200,000. AID 1466. P10253;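 note: plate controls were uninhibited enzyme wells for no effect and no-enzyme background for full effect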
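Activity normalized between no-enzyme (basal) and enzyme-only wells. Conditions: 4 nM human enzyme, 400 uM fluorogenic substrate, citrate/phosphate pH 5.0 with Tween-20, 20 min room temperature, compounds up to 77 uM.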
Starred values were filed as active, the others as inactive; ? = inconclusive; . = no result given; & = joins results of further samples; [ ] = remark or other dose. Calls come from the whole dose curve; as a rule, active = well fitted curve in the direction sought with a large enough effect; inconclusive = small, poorly fitted or top-dose-only effect, or another doubt; inactive = no such curve, though single readings can be large; an effect the other way counts as inactive or inconclusive. Potency is the fitted concentration of half-maximal effect.

1. CCOC(=O)N1C(=O)c2cc(OC)ccc2S1(=O)=O
2. COc1ccc(CN2CC(C(=O)NCCc3ccccc3)CC2=O)cc1 (configuration not stated)
3. COc1ccccc1OCC(=O)N(Cc1ccc(N(C)C)cc1)CC1CCCO1 (configuration not stated)
4. CC(=O)Nc1ccc(S(=O)(=O)NC2=NCN(C)CN2)cc1
5. Cc1ccc2c(CC(=O)Nc3cccc(S(=O)(=O)N4CCOCC4)c3)coc2c1
entry no.	1	2	3	4	5
GAA glycogen	18.7%	-3.0%	?	5.6%	-14.1%
aGlu spleen mod	-10.4%	2.0%	.	2.9%	5.5%
GLA spleen mod	-16.6%	2.1%	.	3.6%	4.1%
Tau fluor cs	-11.3%	-5.3%	-9.5%	0.9%	-15.6%
HTT ATP protect	-13.2%[10 µM]	-6.5%	.	.	.
Tau fibril FP	-0.6%	-0.4%	1.5%	0.9%	-11.9%
Tau ThT inhib	-5.8%	-6.4%	-5.6%	-0.5%	6.2%
GAA inh	-0.1%	-5.3%	.	-10.0%	-4.3%

6. COc1cc(OC)c2c(c1)OC1Cc3cc(OC)c(OC)cc3C2O1 (configuration not stated)
7. CCCCOC(=O)c1c(C)oc2ccc(NS(=O)(=O)c3ccc(F)cc3C)cc12
8. Cc1nc2ccc(C(=O)O)cc2[nH]1
9. O=C(/C=C/Nc1ccccc1F)c1ccc(Br)cc1
10. COc1ccc(OC)c(S(=O)(=O)Nc2cc(Cl)cc(Cl)c2)c1
entry no.	6	7	8	9	10
GAA glycogen	.	-3.8%[76.3 µM]	-6.3%	7.7%	-2.0%
aGlu spleen mod	-10.9%[17.4 µM]	.	-0.9%	1.9%	-15.0%
GLA spleen mod	-13.1%[17.5 µM]	.	-1.7%	-0.1%	1.7%
Tau fluor cs	-18.7%[11.6 µM]	?	-16.9%	0.5%	-25.0%
HTT ATP protect	-11.7%[10 µM]	.	-15.0%	-18.2%[10 µM]	0.5%[10 µM]
Tau fibril FP	-0.9%[11.6 µM]	?	-10.4%	-15.2%	-13.7%
Tau ThT inhib	-14.6%[11.5 µM]	-5.9%	-13.0%	?	-0.3%
GAA inh	.	.	-2.6%	1.5%	-5.5%

11. C#CC(C)(C)NS(=O)(=O)c1cc(-c2nnc(Nc3ccc(C)cc3)c3ccccc23)ccc1C
12. CCOc1ccccc1NC(=O)C(Sc1ccccc1)c1ccccc1 (configuration not stated)
13. Cc1ccc(-n2c(Cc3ccccc3)n[nH]c2=S)cc1
14. CCOC(=O)N1CCC(NS(=O)(=O)c2cc(Br)cnc2N)CC1
15. CC(=O)Cn1ncc(N2CCOCC2)cc1=O
entry no.	11	12	13	14	15
GAA glycogen	2.0%[76.3 µM]	-13.0%	-6.1%	-4.8%	-2.7%
aGlu spleen mod	.	2.2%	-0.3%	-2.8%	0.9%
GLA spleen mod	.	1.7%	1.3%	-1.4%	-19.1%
Tau fluor cs	?	-27.5%	-1.7%	-5.6%	-0.4%
HTT ATP protect	.	-41.3%[inhibitor]	-11.3%	27.2%	-53.0%[inhibitor]
Tau fibril FP	-6.7%	-12.8%	-2.4%	8.2%	0.7%
Tau ThT inhib	-9.7%	-19.2%	5.1%	-2.0%	1.5%
GAA inh	.	-11.0%	6.6%	1.3%	-0.5%

16. OC1CCN(CC(O)C(F)(F)F)CC1 (configuration not stated)
17. COc1ccc(CN2CCN(c3ccccn3)CC2)c(OC)c1C
18. O=C(O)C1=C[C@H](c2ccc(Br)cc2)C[C@H](OCc2ccc(CO)cc2)O1
19. CCCCSc1nnc([C@@H]2CCCN2C(=O)OC(C)(C)C)o1
20. Cn1c(SCC(=O)Nc2cccnc2)nnc1-c1ccccc1F
entry no.	16	17	18	19	20
GAA glycogen	-0.5%	-0.3%	6.9%	-0.3%	7.5%
aGlu spleen mod	-4.3%	0.3%	-1.7%	-0.9%	1.3%
GLA spleen mod	-2.0%	-5.9%	0.5%	9.6%	-2.8%
Tau fluor cs	6.3%	-4.5%	0.8%	-4.9%	-0.7%
HTT ATP protect	-9.6%	25.5%[10 µM]	-0.7%[10 µM]	3.2%	-27.9%
Tau fibril FP	0.6%	3.9%	-2.7%	-7.5%	4.5%
Tau ThT inhib	7.1%	-12.1%	-2.5%	-4.3%	-5.6%
GAA inh	-0.3%	-12.0%[15.4 µM]	.	3.5%	3.7%

Some of the entries so far, as labelled records.
19: CCCCSc1nnc([C@@H]2CCCN2C(=O)OC(C)(C)C)o1
  GAA glycogen = -0.3% | aGlu spleen mod = -0.9% | GLA spleen mod = 9.6% | Tau fluor cs = -4.9% | HTT ATP protect = 3.2% | Tau fibril FP = -7.5% | Tau ThT inhib = -4.3% | GAA inh = 3.5%
20: Cn1c(SCC(=O)Nc2cccnc2)nnc1-c1ccccc1F
  GAA glycogen = 7.5% | aGlu spleen mod = 1.3% | GLA spleen mod = -2.8% | Tau fluor cs = -0.7% | HTT ATP protect = -27.9% | Tau fibril FP = 4.5% | Tau ThT inhib = -5.6% | GAA inh = 3.7%

Further results follow:
21. Cc1cccc(NC(=O)N2CCC(CN3CCCCCC3)CC2)c1C
22. CCOc1cccc(NC(=O)/C(C#N)=C/c2cccnc2)c1
23. Fc1ccc(C(c2nnnn2C2CCCC2)N2CCN(Cc3ccncc3)CC2)cc1 (configuration not stated)
24. O=C(Oc1ccc(OC(=O)N2CCCCC2)cc1)c1ccccc1
25. O=C(NC1CCCc2ccccc21)C1CCC(CNc2c(N3CCOCC3)c(=O)c2=O)CC1 (configuration not stated)
entry no.	21	22	23	24	25
GAA glycogen	6.7%[76.3 µM]	1.0%	3.6%	-3.4%	3.5%
aGlu spleen mod	.	1.0%	-5.1%	-8.6%	-5.1%
GLA spleen mod	.	-1.1%	4.6%	-1.4%	0.7%
Tau fluor cs	-7.0%	-8.2%	3.6%	-8.7%	-9.3%
HTT ATP protect	.	34.7%[10 µM]	-5.2%	-1.0%[0.074 µM]	-12.8%
Tau fibril FP	?	1.0%	7.8%	-1.7%	-6.9%
Tau ThT inhib	-13.9%	-8.9%	-6.7%	-11.3%	-1.0%
GAA inh	.	.	-0.8%	3.4%	8.7%

26. COc1ccc(CN=CC2=C(O)CC(C)(C)CC2=O)cc1
27. Cc1nc2c(c(=O)n1CCC1=CCCCC1)c1nc3ccccc3nc1n2/N=C/c1ccco1
28. O=C(CCCOc1ccccc1)Nc1nccs1
29. CCN(CC)c1c([N+](=O)[O-])ncn1C
30. O=C(NNC(=O)C1CCN(S(=O)(=O)c2ccc(Cl)cc2)CC1)c1ccncc1
entry no.	26	27	28	29	30
GAA glycogen	-11.6%	-5.8%	0.8%	2.7%	-3.1%
aGlu spleen mod	3.3%	-13.6%	7.3%	0.9%	5.8%
GLA spleen mod	8.1%	9.3%	11.4%	-8.2%	-1.9%
Tau fluor cs	1.4%	-16.6%	-2.4%	0.1%	-12.1%
HTT ATP protect	-6.8%	-20.2%[0.074 µM]	-1.9%	5.0%	-2.0%[10 µM]
Tau fibril FP	10.0%	-1.3%	-1.8%	3.0%	-6.6%
Tau ThT inhib	-4.2%	?	-9.0%	-2.1%	-4.3%
GAA inh	-2.9%[15.4 µM]	-1.9%	10.4%	-4.7%	9.1%

31. CC1CCCN(c2cc3c(cc2F)c(=O)c(S(=O)(=O)c2cccc(Cl)c2)cn3C)C1 (configuration not stated)
32. CCCCN(C)C(=O)c1nc2ccccn2c1CN1CCN(C/C=C/c2ccccc2)CC1
33. CCCNC(=O)C(=O)NCC1CCCN1CC (configuration not stated)
34. O=C(Nc1cccnc1)c1cc(-c2ccc(Cl)cc2)on1
35. COc1cc2nc(NCCC(C)C)n3nc(-c4ccccc4)nc3c2cc1OC
entry no.	31	32	33	34	35
GAA glycogen	-13.1%[76.3 µM]	-15.5%	3.7%	-7.9%	-1.2%[76.3 µM]
aGlu spleen mod	.	-0.6%	-4.2%	0.4%	.
GLA spleen mod	.	11.9%	-3.1%	4.0%	.
Tau fluor cs	-2.9%	0.1%	-10.2%	-9.5%&-6.2%	-6.3%
HTT ATP protect	.	10.3%[10 µM]	0.3%	-28.2%	.
Tau fibril FP	-9.4%	-0.5%	-1.1%	4.5%&0.8%	9.6%
Tau ThT inhib	-0.2%	-3.5%	-4.1%	?	-4.8%
GAA inh	.	.	-1.9%	1.6%	.

36. CCOC(=O)C1=C(C)N(C)C(=S)NC1c1cccc(Cl)c1Cl (configuration not stated)
37. COc1ccccc1CNC(=O)CNCC1CCCO1 (configuration not stated)
38. O=C1C2C(C(=O)N1/N=C/c1cc([N+](=O)[O-])c(O)cc1O)C1C=CC2C12CC2 (configuration not stated)
39. NC(=O)CC(NC(=O)Cc1cccc2ccccc12)c1ccc(NC2CCCCC2)c([N+](=O)[O-])c1 (configuration not stated)
40. Cc1cc(C)cc(NC(=O)COC(=O)CCc2ccc(S(=O)(=O)N3CCOCC3)cc2)c1
41. COC(CNC(=O)c1ccc2c(c1)ncn2-c1ccc(F)cc1F)OC
42. CC(=O)N1CCN(Cc2nc3cc(NC(=O)c4ccccc4Cl)ccc3n2C)CC1
43. CCN=C1SC(C(=O)Nc2ccc(Cl)c(Cl)c2)CC(=O)N1CC (configuration not stated)
entry no.	36	37	38	39	40	41	42	43
GAA glycogen	-17.5%	9.6%	22.1%	4.7%	-7.9%	13.1%	16.5%	-5.3%
aGlu spleen mod	8.8%	1.7%	-6.0%	-9.1%	9.0%	2.7%	-2.6%	1.0%
GLA spleen mod	7.3%	12.0%	-9.2%	4.5%	10.8%	-1.2%	1.7%	10.8%
Tau fluor cs	-18.2%	5.8%	-14.1%	-7.3%	-9.1%	-6.5%	7.8%	-10.0%
HTT ATP protect	2.0%[10 µM]	-5.0%	.	-6.4%[10 µM]	25.5%[10 µM]	12.7%	.	-16.6%
Tau fibril FP	-5.1%	0.9%	-12.1%	-1.1%	-2.6%	-1.0%	11.6%	-3.0%
Tau ThT inhib	-10.2%	-1.5%	?	?	-2.1%	-7.4%	-3.3%	-2.9%
GAA inh	10.0%	-6.6%	-13.3%	.	-6.1%	?	?	2.8%

Bioassay records: PubChem, National Center for Advancing Translational Sciences (NCATS)
